HepG2 tox – counter-screen for TGF-b inhibitors: cytotoxicity in HepG2 cells; HepG2 CAGA-GFP viability, ATP luminescence, 18 h; AID 588856; Potency, µM (highest dose often 46.1 µM), for inactives: top-dose activity change, negative = cytotoxicity, most hits filed as cytotoxic; 410,000 tested, 0.76% active; further: potency means the concentration at half of the fitted maximal effect; some results filed as inactive show a strong effect at the top dose
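CellTiter-Glo luminescence gave cytotoxicity after 18 hours at 37 degrees C. The cells were HepG2 CAGA-GFP in 1% FBS DMEM, stimulated with 500 pg/mL TGF-beta after compound addition. %Activity was normalised to no-cell wells (complete cell-killing) and DMSO (no toxicity), and curves were fitted and classified.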
Nrf2 inh – blocks Nrf2 signaling. A549 ARE-Fluc reporter, luciferase luminescence, 18-24 h. Potency, µM (doses to about 46 µM), inactives show at the top dose activity change, negative = inhibition, usual class: inhibitors. 360,000 tested, 2.1% active; further: potency means the concentration at half of the fitted maximal effect; on the % scale 0 is the no-effect control and ±100 the full control effect; nearly all actives have a fitted effect of over 60% in size
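Quantitative HTS in A549 cells stably bearing an antioxidant response element-firefly luciferase construct. Inhibition of Nrf2-driven transcription was scored by luminescence after 18-24 h of compound exposure at 37 °C.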
TGFb SMAD3 inh – blocks TGF-b signaling; HepG2 CAGA-GFP TGF-b/SMAD3 reporter, GFP fluorescence, 18 h; TGF-beta stimulated, 500 pg/mL final; AID 588855; Potency, µM (series often up to 46.1 µM), for the others: at the highest dose activity, negative = inhibition, usual class: inhibitors; 410,000 tested, 1.2% active; further: potency means the concentration at half of the fitted maximal effect; on the % scale 0 is the no-effect control and ±100 the full control effect; nearly all actives have a fitted effect of over 65% in size
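HEPG2 CAGA-GFP cells (1000/well, DMEM with 1% FBS) were pre-incubated 2 h at 37 degrees C, given compound by pin tool, then stimulated with TGF-beta at 500 pg/mL final for 18 h before per-cell GFP fluorescence imaging.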
Nrf2 activator – activates Nrf2 signaling; AREc32 ARE-luciferase reporter (MCF7-derived line), luminescence, 24 h; Potency, µM (series often up to 46.1 µM), for the others: at the top dose activation, hits mostly activators; 410,000 tested, 0.31% active; AID 624171; further: potency means the concentration at half of the fitted maximal effect; % of control where 0% means no effect; nearly all actives have a fitted effect of over 65% in size
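For detection, Steady-Glo was added and plates sat 30 min at RT; before that, AREc32_Fluc cells grown overnight in OPTI-MEM/5% FBS had been treated with 23 nL compound for 24 hr at 37 deg C.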
A549 viability – counter-screen for Nrf2 inhibitors: cytotoxicity in A549 cells; AID 504648; A549 ARE-Fluc cells, CellTiter-Fluor viability, 18-24 h; 390,000 tested, 0.16% active; Potency, µM (highest dose often 46 µM), for inactives: at the highest dose activity change, negative = cytotoxicity, hits mostly inhibitors; further: potency means the concentration at half of the fitted maximal effect; on the % scale 0 is the no-effect control and ±100 the full control effect
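A549 ARE_Fluc cells in 5% FBS OPTI-MEM were exposed to compounds in concentration-response for 18-24 h at 37 deg C. Viability was read by CellTiter-Fluor fluorescence (Ex 405/Em 525) after 30 min, before the luciferase read.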
Abeta yeast res – compounds reversing amyloid beta toxicity in yeast; yeast expressing A-beta42, growth rescue, OD600, 48 h; response scale: 0% DMSO, 100% iron-clioquinol control; Potency, µM (doses to about 46.1 µM), for inactives: at the highest dose growth rescue, most hits filed as activators; 410,000 tested, 0.063% active; AID 1347071; further: potency means the concentration at half of the fitted maximal effect; nearly all actives have a fitted effect of over 55% in size
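Growth rescue measured by 600 nm absorbance after 48 h yeast culture at 30 C with compound. Values normalized between DMSO and an equimolar ferric chloride plus clioquinol control.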
MmCpn inh – blocks the Methanococcus maripaludis chaperonin Mm-Cpn; 330,000 tested, 0.031% active; purified Mm-Cpn ATPase, ADP Transcreener TR-FRET; Potency, µM (series often up to 76.9 µM), for inactives: top-dose activity, negative = inhibition, usual class: inhibitors; further: potency means the concentration at half of the fitted maximal effect; on the % scale 0 is the no-effect control and ±100 the full control effect; nearly all actives have a fitted effect of over 80% in size
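Eu-cryptate anti-ADP/ADP-d2 competition gives a ratio inversely related to ADP. Enzyme at 25 nM was pre-exposed to compound for 10 min, then given 10 uM ATP for 30 min, 37°C throughout.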
Akt phos inh – Akt phosphorylation inhibition; Neuro2A IGF-stimulated pAkt S473 HTRF, 20 min; hits give low values; AID 651550; 360,000 tested, 0.32% active; activity change, % for hits at 50 µM; in the data active means activity change below about -80%; inconclusive means mostly about -51% to -80%; further: on the % scale 0 is the no-effect control and ±100 the full control effect
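Single-point screen (50 µM final compound) in Neuro2A cells stimulated 20 min with 6 nM IGF at 37 deg C. After lysis, Ser473-phosphorylated Akt read by HTRF (ex 330 nm, em 615/665 nm) as the 665/615 ratio.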
CCT chaperon mod – cytosolic chaperonin activity modulation. 360,000 tested, 0.3% active. AID 651819. purified chaperonin ATPase assay, HTRF ADP detection, 30 min. activity change, % (concentration not given with the values), hits read low; in the data active means activity change below about -30%; further: on the % scale 0 is the no-effect control and ±100 the full control effect
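TRiC (40 or 20 nM final, by batch activity) in 30 mM Tris pH 7.4, 100 mM KCl, 5 mM MgCl2, 1 mM DTT was treated with compound at 76 uM single dose, then 10 uM ATP, 30 min at 37 °C. ADP was read by HTRF Transcreener.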
Starred values were filed as active, the others as inactive; i = inactive; ? = inconclusive; . = no result given; [ ] = another dose, or the depositor's remark. Unless noted, the call rests on the fitted dose curve; in most records, active means well fitted curve in the direction sought with a large enough effect; inconclusive means small, poorly fitted or top-dose-only effect, or another doubt; inactive means no such curve, though single readings can be large; an effect the other way counts as inactive or inconclusive.

Preview, 4 compounds:
SMILES | HepG2 tox | Nrf2 inh | TGFb SMAD3 inh | Nrf2 activator | A549 viability | Abeta yeast res | MmCpn inh | Akt phos inh | CCT chaperon mod
Cc1cc(C(=O)NC2CCCN(Cc3ccccc3F)C2)n[nH]1 (stereo not given) | 1% | 3% | 3% | -1.0% | 3% | -9% | 1% | i | -0.8
O=C(CSC1=NS(=O)(=O)c2ccccc2N1)NCCc1ccccc1 | -2% | 6% | ? | -0.3% | 1% | -7% | -7% | i | -1.8
CCN(C(=O)c1ccc(S(=O)(=O)N2CCCC2)cc1)C1CCS(=O)(=O)C1 (stereo not given) | -19% | -2% | -16% | -0.7% | -3% | 5% | -3% | i | -0.7
CN(C)c1ccc(CNC(=O)C2CCN(C(=O)c3ccc(-n4ccc5ccccc54)s3)CC2)cc1 | -39% | 0% | ? | 7.1% | -17% | 18% | . | . | .

This part in full, from the start:
SMILES | HepG2 tox | Nrf2 inh | TGFb SMAD3 inh | Nrf2 activator | A549 viability | Abeta yeast res | MmCpn inh | Akt phos inh | CCT chaperon mod
Cc1cc(C(=O)NC2CCCN(Cc3ccccc3F)C2)n[nH]1 (stereo not given) | 1% | 3% | 3% | -1.0% | 3% | -9% | 1% | i | -0.8
O=C(CSC1=NS(=O)(=O)c2ccccc2N1)NCCc1ccccc1 | -2% | 6% | ? | -0.3% | 1% | -7% | -7% | i | -1.8
CCN(C(=O)c1ccc(S(=O)(=O)N2CCCC2)cc1)C1CCS(=O)(=O)C1 (stereo not given) | -19% | -2% | -16% | -0.7% | -3% | 5% | -3% | i | -0.7
CN(C)c1ccc(CNC(=O)C2CCN(C(=O)c3ccc(-n4ccc5ccccc54)s3)CC2)cc1 | -39% | 0% | ? | 7.1% | -17% | 18% | . | . | .
O=C(CCC(=O)N(CC(=O)NC1CCCC1)Cc1ccc2c(c1)OCO2)Nc1ccccn1 | 12% | . | 15% | 0.4% | -2% | 1% | -1% | i | -0.1
CCOC(=O)c1ccc(NS(=O)(=O)c2cnc[nH]2)cc1 | -25% | 6% | -10% | 0.2% | 0% | 5% | 3% | i | 1.3
CCCc1cc(NCCCn2ccnc2)n2nc(C)c(-c3ccccc3)c2n1 | -20% | -9% | -12% | 6.4% | ? | 2% | 1% | i | -4.6
Cc1cc2cc(CNC(=O)Cc3ccc([N+](=O)[O-])cc3)ccc2n1C | 29% | -4% | 20% | -0.6% | 6% | -16% | -17% | i | -20
OCCN1CCN(c2nccn3ccnc23)CC1 | 0% | . | -6% | -0.8% | . | -5% | . | i | -1.6
CCc1ccc(N2CC(C(=O)OCC(=O)NNC(=O)c3ccccc3)CC2=O)cc1 (stereo not given) | 6% | -10% | -5% | -0.4% | 0% | -7% | -2% | i | 1.3
CCCN(CCO)Cc1cccc(Oc2ccccc2)c1 | -15% | -11% | -11% | -0.6% | 25% | 14% | -3% | i | -2.0
Cc1ccccc1Nc1nc(N)nc(COC(=O)C(NC(=O)c2ccco2)C(C)C)n1 (stereo not given) | 2% | 2% | -1% | -0.2% | 2% | 16% | 2% | i | 1.1
CCCCCCn1c2c(c(=N)c3c1CCC3)CCC2 | -8% | 15µM* | ? | 4.3% | -6% | -13% | -3% | i | 0.2
NC(=O)c1nsc(C(=O)N(CC(=O)NC2CCCCC2)c2cccc(F)c2)c1N | -16% | 1% | -26% | 5.8% | -4% | -11% | -25% | i | -1.1
CCSc1nc(C2CC2)cc(-c2cccs2)c1C#N | -52% | ? | -7% | 4.5% | -16%[1.84 µM] | 23% | -4% | i | -0.9
N#C/C=C(/N)c1ccc(Br)cc1 | 6% | . | 41%[activator] | 2.7% | 6% | 0% | ? | i | -3.1
CC(C)(C)C(=O)NNC(=O)c1cc(C(C)(C)C)nn1Cc1ccccc1 | 0% | ? | -36% | -0.5% | 1% | -2% | 0% | i | -1.5
Cn1c2c(c(=O)n3ncnc13)CCCC2 | 7% | 0% | 17% | -0.9% | 3% | -4% | ? | i | 0.3
CC(C)c1nc(CNC(=O)C2CCC(=O)N(Cc3ccc(Cl)cc3)C2)no1 (stereo not given) | -12% | 10% | -7% | -0.4% | 8% | 10% | 1% | i | -4.7
COc1ccc(-n2c(C)cc(C(=O)COC(=O)c3cc(NC(=O)c4cccs4)c(OC)c(OC)c3)c2C)cc1 | -26% | -16% | -10% | 0.3% | -9% | -10% | -2% | i | 0.1
CNC(=O)C(=O)N/N=C/c1ccc(Br)cc1 | -12% | ? | -21% | -0.8% | 7% | 12% | 2% | i | -1.6
COc1ccc(-c2nnc(NC(=O)CSc3ccc(C)cc3)s2)cc1OC | -1% | 6% | 13% | 3.0% | 1% | 20% | -2% | i | 1.1
Cc1cc(C)c2c(=O)n(CC(=O)Nc3cccc(Cl)c3C)sc2n1 | -59% | -3% | ? | -0.7% | 0% | -78%[inhibitor] | 2% | i | -0.2
CC(=O)c1c(O)cc2c3c1OC(C)(C)C1CCC(C)(CC31)O2 (stereo not given) | -20% | . | -11% | -1.8% | . | -10% | . | i | -1.1
COC(=O)c1cc(S(=O)(=O)NCc2cc(OC)c(OC)c(OC)c2)cn1C | 8% | 4% | 14% | -0.5% | -1% | 10% | 0% | i | -0.4
Cc1cc(C)c2cc(C(c3nnnn3CC3CCCO3)N3CCN4CCCC4C3)c(=O)[nH]c2c1 (stereo not given) | -3% | 0% | 0% | -0.3% | 21% | 13% | -1% | i | -0.5
O=C(NCc1n[nH]c(=S)n1-c1ccccc1)c1ccc(S(=O)(=O)N2CCCCC2)cc1 | -10% | -12% | -1% | -0.3% | 3% | -14% | 1% | i | -3.6
CC1(OC(=O)C2CCCC2)C(=O)C=C2C=C(c3ccsc3)N(Cc3ccc4c(c3)OCO4)C=C2C1=O (stereo not given) | 2% | -5% | -5% | 5.5% | 5% | 0% | -3% | i | -2.9
COc1ccc2c(c1OC)C(=O)N(c1ccc(C)cc1)C2=O | 8% | ? | 10% | 0.4% | 2% | -19% | -1% | i | 4.2
O=C(NCc1cccs1)c1ccc(CSc2nc3ccncc3n2Cc2ccccc2F)cc1 | -30% | 10% | 8.9µM* | 9.3% | -15% | -7% | . | . | .
Cc1cccc(CSc2nc3cccnc3n2Cc2ccc(C(=O)NCc3ccco3)cc2)c1 | -26% | ? | ? | 3.3% | -26% | -4% | . | . | .
CC(=O)CCN1CCOCC1 | 3% | -4% | ? | 0.2% | -8% | 9% | -1% | . | -0.2
CCc1ccccc1NC(=O)[C@@H](c1ccccc1)N1Cc2ccccc2C1=O | -20% | 4% | -2% | -0.3% | -2% | 11% | . | . | .
CCSc1nc2ccccc2c(OCc2ccc(Cl)cc2)c1C(=O)OC | -22% | 19% | ? | 1.2% | 9% | -10% | . | . | .
CCOC(=O)c1c(NC(=O)C(NCCN(C)C)c2ccccc2)sc2c1CCCC2 (stereo not given) | -105% | -8% | ? | -0.4% | -16% | 2% | 1% | i | -1.0
CC(C)C(=O)N1CCCC1(C)C(=O)N(C)Cc1cccc2ccccc12 (stereo not given) | 9% | . | 15% | -0.7% | . | -3% | . | i | 0.3

In the list so far, these contain a Cl atom:
SMILES | HepG2 tox | Nrf2 inh | TGFb SMAD3 inh | Nrf2 activator | A549 viability | Abeta yeast res | MmCpn inh | Akt phos inh | CCT chaperon mod
CC(C)c1nc(CNC(=O)C2CCC(=O)N(Cc3ccc(Cl)cc3)C2)no1 (stereo not given) | -12% | 10% | -7% | -0.4% | 8% | 10% | 1% | i | -4.7
Cc1cc(C)c2c(=O)n(CC(=O)Nc3cccc(Cl)c3C)sc2n1 | -59% | -3% | ? | -0.7% | 0% | -78%[inhibitor] | 2% | i | -0.2
CCSc1nc2ccccc2c(OCc2ccc(Cl)cc2)c1C(=O)OC | -22% | 19% | ? | 1.2% | 9% | -10% | . | . | .

Other records follow:
SMILES | HepG2 tox | Nrf2 inh | TGFb SMAD3 inh | Nrf2 activator | A549 viability | Abeta yeast res | MmCpn inh | Akt phos inh | CCT chaperon mod
CCOc1ccccc1Nc1ccc(C(=O)O)cc1[N+](=O)[O-] | 1% | -24% | 7% | -0.4% | -13% | 6% | 0% | i | -15
Cc1ccc(C(=O)NC(C)c2ccc3c(c2)OCO3)s1 (stereo not given) | 8% | -7% | -4% | 4.7% | -5% | -20% | 2% | i | 1.3
COc1cccc(CNC(=O)CSc2nnc(C)c3c(C)n(-c4ccccc4)nc23)c1 | -32% | -27% | ? | 7.7% | 6% | -10% | . | . | .
Cn1c(=O)c(=O)n(C)c2cc(N3CCCC3)c(NS(=O)(=O)c3ccc(Cl)cc3)cc21 | -27% | -3% | -14% | 0.6% | -11% | 1% | 2% | i | -0.6
CC(C)(C)C(=O)NNC(=O)C1CC1(c1ccccc1)c1ccccc1 (stereo not given) | 11% | -4% | 10% | 3.4% | -8% | -7% | 0% | i | 2.4
Cc1cccc(C)c1Nc1c(-c2ccsc2)nc2ncccn12 | 1% | -22% | -5% | -0.7% | -15% | 0% | -3% | i | 0.2
CC(C)C(NC(=O)OCc1ccccc1)C(=O)NCC(=O)OC(C)(C)C (stereo not given) | 7% | . | 25% | -0.2% | 11% | 29% | 2% | i | -2.0
COc1ccc2c(C)c(CC(=O)NCCc3ccc(Cl)cc3)c(=O)oc2c1C | 4% | ? | -2% | -0.6% | 7% | -5% | . | . | .
CCNC(=S)NC1CC2CCCC(C1)N2Cc1ccco1 (stereo not given) | 5% | 1% | 16% | -0.2% | 27% | 16% | -1% | i | -7.3
O=C1c2cc([N+](=O)[O-])cc3cc([N+](=O)[O-])cc(c23)C(=O)N1c1ccccn1 | 2% | ? | 5.6µM* | ? | ? | -43%[inhibitor] | 0% | i | -1.6

Screening data (PubChem BioAssay)
